Dyrk1A ADPGlo: rat Dyrk1A kinase inhibitors, primary screen, biochemical, single point, plate reader | Dual specificity tyrosine-phosphorylation-regulated kinase 1A (Rattus norvegicus), Q63470 | ADP-Glo luminescence, NFATc1 peptide | inhibition, % at 12.5 µM | actives 0.43% (n = 310,000) | AID 504441, 2011; in the data active means inhibition above about 50%;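 further: plate controls were vehicle with enzyme for no effect and no enzyme for full effect; many of its hits are not listed in these tables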
HSF1 inhib: HSF1 inhibitors in luciferase reporter cells, primary screen, cell-based, NIH3T3, luminescence. AID 2098, 2009. actives 0.77% (n = 300,000). NIH3T3-HGL HSE-luciferase, MG132-induced, luminescence 8 h; hits give low values. activity change, negative = inhibition, % at 7.5 µM (by protocol);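 active means more than half of replicate wells show activity change below -50%, luminescence cut by over half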;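 further: luciferase reports HSF-1 transcriptional activity via heat shock element; 0% = median of DMSO wells and -100% = zero luminescence signal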
PolyA inh: polyadenylation inhibitors in yeast reporter cells, primary screen, luminescence, S. cerevisiae. actives 0.02% (n = 300,000). S. cerevisiae SKY197-pL101 polyadenylation reporter, beta-gal luminescence; efflux-impaired pdr1/pdr3 knockout yeast; score 100 = 6 SD above DMSO. calls only at 12 µM;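 active means lowest replicate activity score at least 50, where 100 means six control SD above control mean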;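 further: yeast exposed to compound for 9 h at 30 °C; higher score means more reporter readthrough which indicates perturbed polyadenylation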
GSK3B inh: human GSK3beta kinase inhibitors, primary screen, biochemical, cell-free homogeneous, HTS. GST-GSK3beta kinase, ADP-Glo luminescence, 60 min; hits give low values. actives 0.038% (n = 300,000). AID 2097, 2009. activity score (negative = inhibition), % at 10 µM;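 active means more than half of replicate wells score below -50%, meaning over 50% inhibition versus plate controls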;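 further: 0% = median DMSO wells and -100% = median GW8510 positive control wells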
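Test system: GST-tagged human GSK3beta kinase, cell-free; evaluation: activity score scaled between in-plate DMSO and GW8510 controls; measured by: ADP-Glo luminescence; incubation: 60 min reaction, RT; benchmarks: DMSO and 20 µM GW8510; reagent: peptide substrate plus 25 µM ATP (final); medium: Tris/MgCl2 kinase buffer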
Platelet DG rel: inhibitors of platelet dense granule secretion, primary screen, cell-based, MLPCN, human platelets | human platelet-rich plasma, SFLLRN dense granule ATP release, luminescence | inhibition, %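 (compounds screened at 7.5 µM in platelet-rich plasma)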 | actives 0.22% (n = 300,000);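 active means mean replicate score, as percent of positive control, at or above 50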
HSP90 inh: HSP90 inhibitors, primary screen, cell lysate, luminescence; inhibition, % at 5.6 µM; Heat shock protein HSP 90 (rabbit reticulocyte lysate; luciferase refolding); actives 0.91% (n = 290,000); AID 1789, 2009; Rabbit reticulocyte lysate, luciferase refolding luminescence, 3 h;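 active means inhibition above the screen-wide mean plus 3 SD, computed separately per campaign, cut at about 16% in these data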;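 further: 0% = DMSO wells and 100% = 60 µM geldanamycin wells; inhibitors lower the luminescence because luciferase stays unfolded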
GSK3A inh: blockers of GSK3A enzyme activity – biochemical, luminescence, cell-free homogeneous, HTS, primary screen. Glycogen synthase kinase-3 alpha (Homo sapiens), P49840. GSK-3 alpha kinase, ADP-Glo luminescence, 60 min. inhibition, % at 10 µM. actives 0.1% (n = 320,000). AID 2650, 2010;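 in the data active means inhibition above about 50%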;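 further: GST-tagged GSK-3 alpha with peptide substrate and 25 µM ATP; 0% = DMSO neutral wells and 100% = GW8510 positive control wells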
Target sequence (P49840 whole entry, looked up): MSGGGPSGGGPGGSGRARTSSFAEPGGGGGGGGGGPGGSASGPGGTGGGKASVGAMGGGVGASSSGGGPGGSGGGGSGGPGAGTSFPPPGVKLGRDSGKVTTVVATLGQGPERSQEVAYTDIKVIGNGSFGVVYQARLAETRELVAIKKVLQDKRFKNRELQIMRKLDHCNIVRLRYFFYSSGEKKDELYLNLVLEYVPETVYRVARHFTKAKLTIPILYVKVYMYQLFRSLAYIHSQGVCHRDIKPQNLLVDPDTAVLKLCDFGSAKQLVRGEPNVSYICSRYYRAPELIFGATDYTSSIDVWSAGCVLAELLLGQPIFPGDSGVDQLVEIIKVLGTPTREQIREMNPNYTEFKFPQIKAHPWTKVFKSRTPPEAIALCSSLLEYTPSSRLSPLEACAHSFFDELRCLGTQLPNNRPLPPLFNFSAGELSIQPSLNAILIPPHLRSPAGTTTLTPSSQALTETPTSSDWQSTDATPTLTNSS
AI-2 QS mod: Vibrio harveyi AI-2 quorum sensing modulators, primary screen, JMH597 strain, luminescence/OD600 ratio; actives 0.4% (n = 300,000); Vibrio harveyi JMH597 AI-2 luminescence/OD600 ratio, 9 h; hits give low values; strain lacks LuxN and CqsS sensors; 0 = neutral-control median; AID 2094, 2009; activity change, % at 7.5 µM; in the data active means activity change below about -75%, passing the limit was not always enough;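 further: luminescence divided by OD600 gain over 9 h not by final OD600 alone; inactives centre near 13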
HSF-1 act: HSF-1 activators, primary screen, NIH3T3-HGL cells, MG132 stress, luminescence, single point; actives 1.7% (n = 300,000); activation, % at 9 µM; NIH3T3-HGL HSF-1 luciferase reporter, 8 h; 100% = twice DMSO control signal;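 active means mean replicate activation of at least 50% with a set share of replicates each reaching 50%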;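 further: 0% = median of the neutral control wells and 100% = twice that signal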
HDAC3 inhib: HDAC3 deacetylase inhibitors, primary screen, biochemical, fluorescence, cell-free homogeneous; Histone deacetylase 3 (Homo sapiens), O15379; recombinant HDAC3, fluorogenic peptide/trypsin coupled; inhibition, % at 8.3 µM; actives 0.15% (n = 320,000); in the data active means inhibition above about 26%, passing the limit was not always enough
Target sequence (O15379 whole entry, looked up): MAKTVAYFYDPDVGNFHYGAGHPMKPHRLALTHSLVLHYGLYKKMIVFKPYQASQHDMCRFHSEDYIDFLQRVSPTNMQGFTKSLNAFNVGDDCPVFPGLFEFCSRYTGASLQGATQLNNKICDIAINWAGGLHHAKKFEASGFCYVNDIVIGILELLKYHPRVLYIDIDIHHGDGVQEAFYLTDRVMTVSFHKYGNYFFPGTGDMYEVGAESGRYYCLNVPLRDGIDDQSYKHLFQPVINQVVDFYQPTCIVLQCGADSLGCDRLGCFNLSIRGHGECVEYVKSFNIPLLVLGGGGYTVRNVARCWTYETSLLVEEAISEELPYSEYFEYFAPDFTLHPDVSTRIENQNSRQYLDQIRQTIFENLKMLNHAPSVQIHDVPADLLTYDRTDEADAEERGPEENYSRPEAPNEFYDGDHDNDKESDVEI
* hit, by the source's call; i = inactive; . = no result given. An excerpt (hit frequency here may not be typical).

SMILES	Dyrk1A ADPGlo	HSF1 inhib	PolyA inh	GSK3B inh	Platelet DG rel	HSP90 inh	GSK3A inh	AI-2 QS mod	HSF-1 act	HDAC3 inhib
CCOc1cccc(=O)c2c(C)n(-c3ccc(C(=O)O)cc3)c(C)c12	.	7	i	-17	-8	-1	-1	32	-4	4
Cc1ncc(CN2CCC(CO)(CCOc3ccccc3)CC2)s1	-6	-8	i	0	-1	-4	-1	13	0	.
CN=C1c2c(-c3ccccc3)c3cc(OC)ccc3n2CCN1C	4	-5	i	-1	-67	-4	3	3	-17	-1
CC(C(=O)NN=C(c1ccccc1)c1ccccc1)N1CCOCC1 (stereo not drawn)	16	8	i	0	-14	0	-1	16	13	2
COc1ccc(-c2cc(C(=O)Nc3ccc(C)c(N)c3)c3ccccc3n2)cc1	1	21	i	0	-8	2	6	-1	74*	1
O=C1CCC(/C=C/c2ccccc2)=NN1Cc1ccccc1Cl	9	18	i	2	-4	1	1	-6	16	-13
CCCCC(=O)Nc1ccc2c(c1)nc(CN1CCN(C(=O)OCC)CC1)n2C	-2	1	i	0	8	3	-1	10	-14	5
COC(=O)c1c(SCc2ccc(C#N)cc2)nc(=O)[nH]c1C	0	8	i	2	0	-2	-1	33	12	4
Cc1cc(=O)oc2cc(OCC3CC(c4ccc(Br)cc4)=NO3)ccc12 (stereo not drawn)	-1	-5	i	.	-12	-2	-3	.	-5	2
O=C(c1ccc(N2C(=O)C3C4CC(C(Br)C4Br)C3C2=O)cc1)N1CCCCC1 (stereo not drawn)	.	-19	i	0	-6	5	.	6	-33	.
Cc1cnc(NC(=O)CC2CCCC2)s1	-3	17	i	-9	-2	0	17	3	19	1
CCCCNC(=O)c1cc(C)no1	-2	0	i	1	-2	-1	3	5	-9	-1
Cc1cc(NC(=O)c2cncc(Br)c2)n(-c2ccccn2)n1	2	-4	i	0	-3	1	.	26	9	.
COc1ccc(Cl)cc1NC(=O)C12CCC(C)(C(=O)O1)C2(C)C (stereo not drawn)	5	-1	i	0	16	-1	4	15	1	3
Cc1ccc(CNC(=O)C2CCN(S(=O)(=O)c3c(C)noc3/C=C/N(C)C)CC2)cc1	-7	-6	i	5	0	-3	-2	18	2	-6
CCOC(=O)C1(Cc2cccc(OC)c2)CCN(C2CCOCC2)CC1	-2	-6	i	3	1	1	1	14	-2	-2
CN(Cc1ccccc1)S(=O)(=O)c1ccc(NS(C)(=O)=O)cc1	3	12	i	-3	-7	-1	-1	32	6	0
C=Cn1cc[n+](CC(=O)c2ccc(Br)cc2)c1	.	-4	i	0	1	1	-2	7	4	2
CCC(C)NS(=O)(=O)c1ccc(S(=O)(=O)N(CC(=O)Nc2ccccc2)CC2CCCO2)cc1 (stereo not drawn)	1	7	i	3	-1	4	-7	10	7	4
COc1cc(C(=O)NC2CCCc3ccccc32)cc(OC)c1OC (stereo not drawn)	0	-1	i	-1	11	-3	-2	6	10	-12
O/N=C(\c1ccccc1)C(O)c1ccccc1 (stereo not drawn)	1	2	i	3	-7	-1	-1	14	14	-5
O=C(CCNS(=O)(=O)c1ccccc1F)N1CCN(S(=O)(=O)c2cccc(F)c2)CC1	2	-3	i	-3	-12	.	-1	10	12	0
CCCOc1ccc(N2C(=O)CC(SCCN)C2=O)cc1 (stereo not drawn)	2	-1	i	0	18	7	0	-87*	-3	-10
NC(=O)c1nsc(C(=O)N(c2ccc(F)cc2)C(C(=O)NC2CCCC2)c2ccncc2)c1N (stereo not drawn)	-2	4	i	0	-1	2	0	6	5	-1
COc1ccc(/C=C/C(=O)O)cc1S(=O)(=O)N1CCc2ccccc21	-3	11	i	-1	0	0	-2	38	0	-10
Cc1ccc(Cn2nnc(C(=O)Nc3cc(C)ccc3C)c2N)cc1	-3	61	i	3	-16	-1	0	4	104*	-12
Cc1ccc(-n2nnnc2SCC(=O)NC2CC2)cc1C	7	-3	i	1	-7	-2	-1	6	-4	-1
Cc1ccc2nc(C)cc(C(=O)OCC(=O)Nc3cccnc3Cl)c2c1	-5	0	i	0	8	0	-2	25	-3	0
CCCc1cc(=O)[nH]c2nnc(SCC(=O)Nc3nccs3)n12	3	-3	i	-27	1	.	3	4	1	3
COc1ccccc1NC(=O)CSc1nc(O)c(Cc2ccccc2)c(=O)[nH]1	-2	-3	i	-3	-3	-3	-5	13	3	-3
CCOC(=O)c1c(NC(=O)c2cccnc2)sc(C(C)=O)c1C	-1	1	i	-2	-6	-3	-1	3	-31	4
O=C(Cn1cnc2ccccc2c1=O)Nc1ccccc1N1CCOCC1	-4	1	i	3	3	-1	0	13	-16	0
COc1ccc(NC(=O)CSc2nnc(C3CC3)n2-c2ccccc2)cc1	2	-2	i	5	-9	6	0	-3	6	5
Cc1cc(NC(=O)c2cc(-c3cccs3)on2)nn1Cc1ccc(Cl)cc1	-6	-1	i	7	-2	-1	.	27	-5	.
O=C(CN1CCN(C(=O)C2CCCO2)CC1)Nc1c(Cl)cccc1Cl (stereo not drawn)	-2	-3	i	-2	3	-2	1	7	-10	-11
CCCOC(=O)CSc1nc(N2CCOCC2)c2c(c1C#N)CC(C)(C)OC2	-2	1	i	0	13	-2	-2	4	13	6
Cn1ncc(Br)c1C(=O)N1CCCC1	13	0	i	1	-5	-5	-2	21	-8	3
COc1ccc(-c2cc(C(=O)Nc3sc4c(c3C#N)CCCC4)c3ccccc3n2)cc1OC	-3	-5	i	-1	-25	-2	0	18	-14	8
CCOC(=O)CN1N=C(c2ccc(Cl)s2)CSC1=O	-9	-3	i	-2	1	0	-2	5	-1	4
COc1ccccc1NS(=O)(=O)c1cc(C(=O)NCc2ccco2)ccc1C	-4	8	i	1	-3	1	-1	8	15	4
O=C(Nc1ccnc(=O)[nH]1)c1sc2ccccc2c1Cl	-2	4	i	2	-1	4	-1	26	17	1
Cc1ccc(NC2=C(Cl)C(=O)OC2OC(=O)c2ccco2)c(C)c1 (stereo not drawn)	4	9	i	1	-1	3	-1	20	26	12
COc1ccc(CN(C(=O)c2oc3ccccc3c2C)C2CCS(=O)(=O)C2)cc1OC (stereo not drawn)	3	.	.	.	.	0	-3	.	.	12
OCCCNC(c1ccccc1)c1ccc(O)cc1 (stereo not drawn)	2	.	.	0	.	3	-3	13	.	4
Cc1ccc(S(=O)(=O)NC(C)c2ccccc2)cc1[N+](=O)[O-] (stereo not drawn)	-2	0	i	0	-7	-1	0	-5	23	3
Cc1ccc(N(CC(=O)NC2CCCCC2C)S(=O)(=O)c2c(C)noc2C)cc1 (stereo not drawn)	-10	2	i	2	-2	2	0	15	-4	0
CCC(NS(=O)(=O)c1ccc(OC)cc1)C(=O)NCCc1ccccc1 (stereo not drawn)	-5	8	i	2	-8	0	-2	-14	-18	-3
COc1ccc(-n2c(Cc3cccs3)nnc2SCC(=O)Nc2ccc3c(c2)OCCO3)cc1	-9	-5	i	1	-2	-1	-2	9	-1	-8
Cc1ccsc1C(=O)OCC(=O)N1CCc2ccccc2C1	.	20	i	0	-2	6	0	36	26	9
CSc1cccc(N2CC(C(=O)Nc3ccccc3N3CCCC3)CC2=O)c1 (stereo not drawn)	-3	3	i	-4	10	.	-1	19	9	2
CC(C)(C)c1ccc(C(=O)N/C(=C\c2cccs2)C(=O)NCc2ccco2)cc1	-1	-2	i	1	-1	-2	-1	-27	11	-4
C=CCOc1ccc(C2/C(=C(\O)c3ccc4c(c3)CC(C)O4)C(=O)C(=O)N2CCN2CCOCC2)cc1OCC (stereo not drawn)	3	-1	i	2	-8	-2	2	26	-8	-4
CN(C(=O)c1ccncc1)C1CCS(=O)(=O)C1 (stereo not drawn)	21	-2	i	1	0	-3	0	5	4	3
Cc1ccc(S(=O)(=O)N2CC(C)N(S(C)(=O)=O)C2)cc1 (stereo not drawn)	-1	2	i	2	-50	-4	3	1	3	2
O=C(CSc1nnnn1-c1ccc(F)cc1)Nc1ccc(N2CCOCC2)c(Cl)c1	-9	-1	i	2	2	-1	.	21	-14	4
Cc1nn(CC(O)COc2ccc3c(c2)CCC3)c(C)c1C (stereo not drawn)	2	6	i	-1	-2	0	-8	40	3	1
CCOc1cccc(-c2nnc(SCC(=O)Nc3cc(OC)cc(OC)c3)n2N)c1	-11	-6	i	0	2	-2	-3	11	-20	-7
CC(C)(C)[C@H]1C=C(C(=O)N2CCN(Cc3ccccc3)CC2)O[C@@H](OCCCCO)C1	53*	-2	i	-6	-1	1	-1	22	6	1
CCn1nc(C)c(NC(=O)/C=C/c2ccc(OC)c(COc3ccc(Cl)cc3Br)c2)c1C	-6	11	i	0	2	3	-2	0	20	4
CN(Cc1ccccc1)Cc1nc2c([nH]1)c(=O)[nH]c(=O)n2C	-10	-3	i	-4	0	-1	1	9	19	-7
(listing goes on)
SMILES	Dyrk1A ADPGlo	HSF1 inhib	PolyA inh	GSK3B inh	Platelet DG rel	HSP90 inh	GSK3A inh	AI-2 QS mod	HSF-1 act	HDAC3 inhib
Cc1ccc(-c2cc(C(=O)Nc3c(C#N)cnn3C)no2)cc1	5	14	i	0	5	2	-1	20	12	9
NC(=O)C1CCN(C2CC(=O)N(Cc3cccs3)C2=O)CC1 (stereo not drawn)	1	4	i	0	3	6	.	18	47	.
CCOC(=O)C1CCN(C(=O)c2cc3cc4ccc(C)cc4nc3o2)CC1	6	20	i	0	14	-2	-2	10	14	3
COc1ccc(CCN(C)C(=O)c2ccc(S(=O)(=O)NCc3ccco3)cc2)cc1OC	-3	-8	i	3	5	-2	-2	13	-8	0
C/C(=N\NC(=O)c1ccc([N+](=O)[O-])cc1)c1cc2ccccc2oc1=O	.	4	i	2	-4	-3	-1	17	20	-6

Complete entries as entered above. Values in the order: Dyrk1A ADPGlo, HSF1 inhib, PolyA inh, GSK3B inh, Platelet DG rel, HSP90 inh, GSK3A inh, AI-2 QS mod, HSF-1 act, HDAC3 inhib
CCOC(=O)C1CCN(C(=O)c2cc3cc4ccc(C)cc4nc3o2)CC1 in the list: 6, 20, i, 0, 14, -2, -2, 10, 14, 3
COc1ccc(CCN(C)C(=O)c2ccc(S(=O)(=O)NCc3ccco3)cc2)cc1OC in the list: -3, -8, i, 3, 5, -2, -2, 13, -8, 0
NC(=O)C1CCN(C2CC(=O)N(Cc3cccs3)C2=O)CC1 (stereo not drawn) in the list: 1, 4, i, 0, 3, 6, ., 18, 47, .
Cc1ccc(-c2cc(C(=O)Nc3c(C#N)cnn3C)no2)cc1 in the list: 5, 14, i, 0, 5, 2, -1, 20, 12, 9

Screening data deposited in PubChem by several laboratories.
